VP16 counter: inhibits Gal4-VP16 luciferase reporter, ROR gamma counter-screen; Drosophila S2 Gal4-VP16 UAS-luciferase, luminescence, 20 h; Potency, µM (titrated, usually from 53.6 µM), inactives show top-dose activity, negative = inhibition, hits mostly inhibitors; 310,000 tested, 3.5% active;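 also: Gal4-VP16 expression switched on by copper sulfate through the metallothionein promoter; potency is read from the fitted curve at half-maximal effect; % is scaled to controls: 0 for no effect and ±100 for the full control effect; nearly all actives have a fitted effect of over 50% in size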
MBNL1-CUG inh: blocks human MBNL1 binding to CUG repeat RNA | Q9NR56 | TR-FRET MBNL1-His/biotin-(CUG)12 binding, 665/545 ratio | Potency, µM (series often up to 57.5 µM), for inactives: at the highest dose activity change, negative = inhibition, hits mostly inhibitors | 280,000 tested, 0.036% active | AID 2675; active = well fitted inhibition curve with a large enough effect in the signal ratio, with a control signal flat, not every such curve was filed as active; inconclusive = small, poorly fitted or top-dose-only effect, or effect the other way, or a change in a side signal; inactive = no such curve, though single readings can be large or run the other way; the % refers to the signal ratio; also: potency is read from the fitted curve at half-maximal effect; % is scaled to controls: 0 for no effect and ±100 for the full control effect
Target sequence (Q9NR56 whole entry, looked up): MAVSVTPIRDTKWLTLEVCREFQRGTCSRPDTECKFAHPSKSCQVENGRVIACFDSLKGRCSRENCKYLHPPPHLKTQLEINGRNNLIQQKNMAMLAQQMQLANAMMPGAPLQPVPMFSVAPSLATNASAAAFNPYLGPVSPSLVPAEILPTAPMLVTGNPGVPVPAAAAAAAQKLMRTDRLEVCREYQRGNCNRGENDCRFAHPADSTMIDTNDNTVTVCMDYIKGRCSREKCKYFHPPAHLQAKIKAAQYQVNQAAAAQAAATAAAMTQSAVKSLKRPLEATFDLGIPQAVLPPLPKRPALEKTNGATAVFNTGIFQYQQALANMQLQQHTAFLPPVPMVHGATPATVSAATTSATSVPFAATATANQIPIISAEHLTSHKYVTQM
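Ratiometric TR-FRET (665 over 545 nm, excitation 340 nm) tracks disruption of MBNL1-His/biotin-(CUG)12 complex after 60 min at room temperature, with compounds at 92 nM to 58 uM final.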
ELG1 DNA repair: blocks ELG1-dependent DNA repair in HEK293T cells. AID 504467. 330,000 tested, 2.3% active. HEK293T ELG1-luciferase reporter, luminescence, 16 h; DNA damage induced by 5-fluorouridine. Potency, µM (doses to about 46.1 µM), for inactives: top-dose activity change, negative = inhibition, usual class: inhibitors; also: potency is read from the fitted curve at half-maximal effect; % is scaled to controls: 0 for no effect and ±100 for the full control effect; nearly all actives have a fitted effect of over 55% in size
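Cells (2,000 per well) received 5-fluorouridine plus test compound or DMSO and were incubated 16 hr at 37 °C, 5% CO2. Luciferase activity was read by luminescence 30 min after ONE-Glo addition; signal suppression marked inhibition of damage-induced ELG1 function.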
Mito fusion act: blocks mitochondrial division or promotes mitochondrial fusion | 320,000 tested, 0.23% active | S. cerevisiae fusion-defective mutant growth rescue, CellTiterGlo 48 h | AID 485298 | Potency, µM (titrated, usually from 46.1 µM), for inactives: at the top dose growth rescue (activation), usual class: activators;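 also: potency is read from the fitted curve at half-maximal effect; % of control where 0% means no effect; nearly all actives have a fitted effect of over 45% in size; temperature-sensitive fusion mutants such as fzo1-1 at 37 °C on non-fermentable ethanol glycerol medium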
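Luminescent cell viability in 1536-well qHTS format served as the measure of rescued growth in ts fusion-mutant S. cerevisiae cultured on non-fermentable YPEG for 48 hours at 37C.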
RORg inh: blocks mouse ROR gamma transcriptional activity; Drosophila S2 Gal4-RORgamma UAS-luciferase reporter, 20 h; 310,000 tested, 5.4% active; AID 2551; Potency, µM (highest dose often 53.6 µM), for the others: top-dose activity change, negative = inhibition, most hits filed as inhibitors; also: potency is read from the fitted curve at half-maximal effect; % is scaled to controls: 0 for no effect and ±100 for the full control effect; nearly all actives have a fitted effect of over 60% in size
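A Gal4/UAS one-hybrid system in insect cells: metallothionein-promoter Gal4–ROR gamma fusion plus Photinus luciferase reporter. Copper sulfate 700 uM final, 20 hr ambient incubation, luminescent detection after 10 min with reagent.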
Rab9 prom act: activators of Rab9 promoter; Huh7 Rab9 promoter-luciferase reporter, luminescence, 24 h; Potency, µM (top dose mostly 9.22 µM), without a hit: top-dose activation, negative = inhibition, usual class: activators; 320,000 tested, 2.8% active; also: potency is read from the fitted curve at half-maximal effect; % of control where 0% means no effect; nearly all actives have a fitted effect of over 60% in size
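Promoter activation is measured as luciferase luminescence in Huh7 cells stably transfected with a Rab9 promoter–luciferase construct, following 24 h compound exposure at 37 °C and 10 min reagent incubation at ambient temperature.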
KCNH2 3.1 inh: KCNH2 3.1 (human) potassium channel inhibition | 340,000 tested, 0.95% active | AID 720553 | activity change, % (tested at about 1.8 µM) | U2OS KCNH2 3.1, thallium flux FluxOr; hits give low values;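 active = maximum activity change below -70%; inconclusive = maximum activity change from -70% to -50%; inactive = maximum activity change above -50%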;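 also: thallium influx rate constant from kinetic fluorescence after stimulation buffer; % is scaled to controls: 0 for no effect and ±100 for the full control effect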
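Virally transduced U2OS (3.1 isoform, 4 h infection in dark at RT) → overnight 37 C → FluxOr + Red40 in HBSS/HEPES, 45 min → stimulation buffer, 2 min kinetic read → rate constant vs DMSO controls.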
PKM2 act: PKM2 (human) enzyme activation. P14618. purified PKM2, Kinase-Glo ATP luminescence, activation; response scale: 0% is enzyme alone, no compound. Potency, µM (series often up to 57.5 µM), without a hit: at the top dose activation, hits mostly activators. 260,000 tested, 0.34% active; also: potency is read from the fitted curve at half-maximal effect; % is scaled to controls: 0 for no effect and ±100 for the full control effect; nearly all actives have a fitted effect of over 55% in size
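Kinase-Glo luminescence reports ATP generated from ADP (0.1 mM) and PEP (0.5 mM) by purified hPK-M2 after 1 h at room temperature, pH 7.2 imidazole buffer; intermediate enzyme activity allows detecting inhibitors and activators.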
NPC1 promoter act: NPC1 promoter activation. Potency, µM (titrated, usually from 9.22 µM), inactives show at the highest dose activation, actives largely listed as activators. Huh7 NPC1 promoter luciferase reporter, 24 h. 320,000 tested, 2.4% active;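 also: potency is read from the fitted curve at half-maximal effect; % of control where 0% means no effect; nearly all actives have a fitted effect of over 60% in size; reporter is driven by a mutant NPC1 promoter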
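NPC1 promoter–luciferase Huh7 cells; 24 h compound; luminescence.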
Menin MLL FP TR: inhibitors of human menin-MLL interaction, mutant MLL peptide | Potency, µM (doses to about 61.6 µM), inactives show at the highest dose FP activity change, negative = inhibition, usual class: inhibitors | 270,000 tested, 0.23% active | Menin + Texas Red MLL mutant peptide, fluorescence polarization; active = well fitted inhibition curve with a large enough effect in the polarisation, with a control signal flat, not every such curve was filed as active; inconclusive = small, poorly fitted or top-dose-only effect, or effect the other way, or a change in a side signal; inactive = no such curve, though single readings can be large or run the other way; the % refers to the polarisation; also: potency is read from the fitted curve at half-maximal effect; % of control where 0% means no effect; many of its hits are not listed in these tables
Target sequence (O00255 whole entry, looked up): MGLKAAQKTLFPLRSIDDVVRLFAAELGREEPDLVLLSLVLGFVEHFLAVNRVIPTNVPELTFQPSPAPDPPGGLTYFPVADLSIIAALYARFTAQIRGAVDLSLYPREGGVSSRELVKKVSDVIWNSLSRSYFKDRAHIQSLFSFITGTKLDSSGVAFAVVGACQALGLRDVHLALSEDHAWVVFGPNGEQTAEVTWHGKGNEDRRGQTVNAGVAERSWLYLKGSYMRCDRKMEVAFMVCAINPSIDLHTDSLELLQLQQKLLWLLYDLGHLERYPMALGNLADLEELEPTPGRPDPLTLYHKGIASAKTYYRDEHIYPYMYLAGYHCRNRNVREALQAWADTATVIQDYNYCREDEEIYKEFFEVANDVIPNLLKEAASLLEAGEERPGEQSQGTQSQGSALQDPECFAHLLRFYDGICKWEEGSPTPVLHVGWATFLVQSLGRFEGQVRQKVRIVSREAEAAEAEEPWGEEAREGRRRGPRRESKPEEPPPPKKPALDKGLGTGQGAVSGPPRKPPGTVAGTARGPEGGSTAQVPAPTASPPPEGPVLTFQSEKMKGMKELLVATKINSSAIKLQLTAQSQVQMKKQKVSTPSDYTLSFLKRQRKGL
FLuc counter: inhibits or activates purified firefly luciferase, miR-21 counter-screen | P08659 | 360,000 tested, 6.9% active | Potency, µM (series often up to 57.5 µM), without a hit: top-dose activity change, negative = inhibition, hits mostly inhibitors | AID 588342 | purified FLuc, Km substrates, luminescence inhibition;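 also: potency is read from the fitted curve at half-maximal effect; plate controls were vehicle for no effect and reference inhibitor for full effect; nearly all actives have a fitted effect of over 55% in size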
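Purified P. pyralis luciferase (10nM final) with 10uM D-luciferin and 10uM ATP (Km levels) in 50mM Tris acetate pH 7.5, 10mM Mg acetate, 0.01% Tween-20, 0.05% BSA; qHTS 6-point titration, ~60 µM downward; luminescence read.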
Active calls of the source: *; u = inconclusive; x = no result given; [ ] = dose if it differs, or a comment. Unless noted, calls follow the shape of the dose curve; as a rule, active = well fitted curve in the direction sought with a large enough effect; inconclusive = small, poorly fitted or top-dose-only effect, or another doubt; inactive = no such curve, though single readings can be large; an effect the other way counts as inactive or inconclusive. Not all compounds are listed (hit frequency here may not be typical).

1: Cc1ccccc1C(=O)NC(=S)Nc1ncccn1
2: O=C1C2CCCN2C(c2ccc(F)cc2)N1c1cccc(Cl)c1 (stereo unspecified)
3: O=c1cc(COn2nnc3ccc(C(F)(F)F)cc32)nc2sccn12
4: COc1ccc(CNC(=O)CN2CCN(S(=O)(=O)c3cccs3)CC2)cc1OC
5: Cc1ccc(SCc2c(C(=O)N/N=C/c3ccoc3)nnn2-c2nonc2N)cc1

| screen / no. | 1 | 2 | 3 | 4 | 5 |
| --- | --- | --- | --- | --- | --- |
| PKM2 act | -4.4%[11.5 µM] | 7.9% | 7.6% | -1.2% | x |
| ELG1 DNA repair | u | 4.6% | -5.5% | -0.9% | -5.3% |
| MBNL1-CUG inh | -3.5% | -12.8% | -5.1% | 0.2% | -1.6% |
| NPC1 promoter act | u | -2.5% | -2.2% | -8.1% | -1.9% |
| KCNH2 3.1 inh | -3.4 | 6.4 | -3.2 | -23.6 | 11.1 |
| RORg inh | -16.8% | 4.0% | -14.4% | 2.0% | 7.94µM* |
| FLuc counter | u | 5.3% | -1.6% | 5.4% | u |
| Rab9 prom act | u | -1.0% | -0.8% | 2.9% | -6.9% |
| VP16 counter | -10.8% | 4.5% | -0.5% | 11.9% | 15.8µM* |
| Menin MLL FP TR | -7.4% | 0.1% | 19.4% | -13.0% | u |
| Mito fusion act | 0.1% | -2.8% | 4.4% | 3.5% | 0.5% |

6: Cc1ccc(C(N)=S)c(C)c1
7: CN1CCC(NC(=O)Cc2c(F)cccc2Cl)CC1
8: COc1ccc(C(=O)N2CCN(C3CCC(c4ccccc4)CC3)CC2)cc1OC (stereo unspecified)
9: COCCCNC(=O)NC(=O)c1ccccc1
10: CCCCCCOc1ccc(OC(=O)c2ccncc2)cc1

| screen / no. | 6 | 7 | 8 | 9 | 10 |
| --- | --- | --- | --- | --- | --- |
| PKM2 act | 4.0% | -14.1% | -3.0% | 0.4% | 10.7% |
| ELG1 DNA repair | -0.8% | 6.5% | u | 20.6% | u |
| MBNL1-CUG inh | 1.6% | 8.4% | -6.7% | -17.7% | 0.2% |
| NPC1 promoter act | 0.0% | 0.3% | -0.7% | -1.6% | u |
| KCNH2 3.1 inh | 8.8 | -28.2 | u | 6.0 | 12.4 |
| RORg inh | 20µM* | -18.2% | 0.8% | -5.1% | u |
| FLuc counter | 0.7% | 0.9% | 4.7% | -2.7% | -4.8% |
| Rab9 prom act | 12.1% | -7.0% | -3.4% | -0.7% | 28.3% |
| VP16 counter | u | -6.5% | -6.8% | -0.3% | 22.4% |
| Menin MLL FP TR | 0.2% | -4.7% | -25.1% | 5.4% | 24.1% |
| Mito fusion act | 5.7% | -0.2% | -1.2% | -4.6% | -1.9% |

11: O=C(NCc1cccs1)c1cc(-c2cccc(Cl)c2)on1
12: Cc1ccc(C(=O)N2CCN(S(=O)(=O)c3ccc(C)cc3)CC2)cc1
13: Cc1cc(Br)c(S(=O)(=O)NCc2cccnc2)cc1C
14: CCC(C)(C)NC(=O)C(c1ccncc1)N(C(=O)Cn1nnc2ccccc21)c1cc2c(cc1C(C)=O)OCO2 (stereo unspecified)
15: C=CCN1C(=O)c2ccc(C(=O)N3CCN(S(=O)(=O)c4cccc(Cl)c4)CC3)cc2C1=O

| screen / no. | 11 | 12 | 13 | 14 | 15 |
| --- | --- | --- | --- | --- | --- |
| PKM2 act | -0.3% | 13.5% | 3.4% | -0.2% | -7.6% |
| ELG1 DNA repair | u | -10.8% | -8.4% | 22.7% | 9.8% |
| MBNL1-CUG inh | -5.7% | -7.1% | -1.6% | -0.6% | u |
| NPC1 promoter act | 25.9% | -6.6% | 0.7% | -2.7% | -1.7% |
| KCNH2 3.1 inh | -15.6 | 21.0 | -9.5 | 2.3 | -10.1 |
| RORg inh | 0.2% | 1.5% | 16.3% | 0.8% | -7.7% |
| FLuc counter | -1.9% | -2.1% | -1.0% | -10.9% | 5.9% |
| Rab9 prom act | u | 0.5% | -2.8% | -7.1% | 3.1% |
| VP16 counter | 0.7% | 1.9%[10 µM] | -10.9% | -7.2% | -8.4% |
| Menin MLL FP TR | 6.2% | -27.8% | -4.3% | 9.0% | x |
| Mito fusion act | -3.7% | -0.6% | -1.6% | 0.2% | -5.5% |

Just Mito fusion act (four entries from above):
cpd | Molecule | Mito fusion act
13 | Cc1cc(Br)c(S(=O)(=O)NCc2cccnc2)cc1C | -1.6%
11 | O=C(NCc1cccs1)c1cc(-c2cccc(Cl)c2)on1 | -3.7%
14 | CCC(C)(C)NC(=O)C(c1ccncc1)N(C(=O)Cn1nnc2ccccc21)c1cc2c(cc1C(C)=O)OCO2 (stereo unspecified) | 0.2%
12 | Cc1ccc(C(=O)N2CCN(S(=O)(=O)c3ccc(C)cc3)CC2)cc1 | -0.6%

New compounds follow:
16: O=C(COC(=O)c1ccc(S(=O)(=O)C(F)F)cc1)NC(=O)NC1CCCCC1
17: CCOC(=O)C1=C(C)Nc2ncnn2C1c1cc(OC)ccc1OC (stereo unspecified)
18: C=CCn1c(O)c(N=Nc2ccccc2)c2ccccc21
19: CC1=NN(C(N)=S)C(C)(C)C1
20: O=C(O)CCCC(=O)N1N=C(c2ccccc2)CC1c1ccc2nccnc2c1 (stereo unspecified)
21: O=C(CNC(=O)c1ccccc1F)N/N=C/c1ccc2c(c1)OCO2
22: CCOc1ccc(CCNC(=O)Cc2ccc(NC(=O)C3=C(C)OCCS3)cc2)cc1

| screen / no. | 16 | 17 | 18 | 19 | 20 | 21 | 22 |
| --- | --- | --- | --- | --- | --- | --- | --- |
| PKM2 act | x | 6.6% | 1.3% | -16.5% | 20.6% | -6.0% | x |
| ELG1 DNA repair | 16.5% | 9.4% | 0.4% | 26.7% | u | u | u |
| MBNL1-CUG inh | x | -10.1% | 11.6% | x | 2.9% | 9.0% | 2.2% |
| NPC1 promoter act | -0.4% | -2.3% | 21.3% | -0.8% | -0.7% | u | u |
| KCNH2 3.1 inh | 13.5 | -8.9 | -8.0 | 6.6 | -0.9 | -1.7 | 16.9 |
| RORg inh | x | -6.9% | u | -30.7% | -9.5% | 3.1% | -20.7% |
| FLuc counter | 0.3% | -2.8% | u | 1.0% | -10.5% | 16.9µM* | 4.26µM* |
| Rab9 prom act | -5.4% | 10.5% | 24.1% | -2.6% | -5.2% | u | u |
| VP16 counter | x | 9.5% | 4.9% | -4.7% | 1.4% | 6.8% | -5.3% |
| Menin MLL FP TR | x | -7.8% | 26.7% | x | 11.7% | 12.6% | x |
| Mito fusion act | 0.6% | 0.5% | -2.3% | -3.2% | -4.4% | -1.6% | 0.5% |
